Compound activity as filed in PubChem BioAssay.
DAX1 inh-1: DAX1 (NR0B1) inhibitors on StAR promoter, primary screen, cell-based, luminescence, SF-1 (NR5A1), full-length DAX-1; HEK293T StAR-luciferase reporter, SF-1/DAX-1 repression relief; actives 1.1% (n = 370,000); inhibition, % at 6.8 µM; AID 652010, 2013;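 active means inhibition above the mean over all tested compounds plus 3 SD, cut at about 3.6% in these data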;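 further: 0% = DAX-1 cells with DMSO and 100% = cells lacking DAX-1 with DMSO; higher inhibition means more luminescence from relief of DAX-1 repression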
HGIII-sPLA2 inh: human group III sPLA2 inhibitors, primary screen, biochemical, QFRET, BODIPY PC-A2 liposome substrate; Group 3 secretory phospholipase A2 (Homo sapiens), Q9NZ20; QFRET BODIPY PC-A2 liposome hydrolysis, fluorescence; inhibition, % at 12.2 µM; actives 0.56% (n = 370,000);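 active means inhibition above mean plus 3 SD of compounds lying within the high and low control bounds, cut at about 19% in these data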;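 further: 0% = median of test compound wells and 100% = no enzyme DMSO wells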
Target sequence (Q9NZ20 whole entry, looked up): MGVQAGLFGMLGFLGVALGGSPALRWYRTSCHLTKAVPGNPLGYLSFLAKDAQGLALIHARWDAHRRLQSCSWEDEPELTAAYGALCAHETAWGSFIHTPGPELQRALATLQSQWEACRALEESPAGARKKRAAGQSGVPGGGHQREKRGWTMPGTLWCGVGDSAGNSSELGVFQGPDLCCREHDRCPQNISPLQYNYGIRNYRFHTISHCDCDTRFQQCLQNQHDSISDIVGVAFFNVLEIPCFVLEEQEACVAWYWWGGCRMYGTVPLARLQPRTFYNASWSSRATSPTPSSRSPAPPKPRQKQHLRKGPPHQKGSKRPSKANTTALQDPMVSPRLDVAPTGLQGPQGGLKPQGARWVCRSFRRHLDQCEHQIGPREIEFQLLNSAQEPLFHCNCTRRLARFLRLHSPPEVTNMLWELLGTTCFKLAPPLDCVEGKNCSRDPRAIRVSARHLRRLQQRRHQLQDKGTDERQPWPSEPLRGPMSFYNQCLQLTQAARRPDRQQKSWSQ
PLCb3 inh: human PLC-beta3 inhibitors, primary screen, biochemical, fluorescence | Purified PLC-beta3, fluorogenic substrate | inhibition, % at 12.2 µM | actives 0.18% (n = 370,000) | AID 720704, 2013; in the data active means inhibition above about 11%;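 further: 0% = median of compound wells on plate and 100% = full blocker control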
NR1D1 modulator: modulators of Rev-erb alpha DNA binding, primary screen, biochemical, FITC-DNA, fluorescence polarization, uHTS; actives 0.79% (n = 370,000); Nuclear receptor subfamily 1 group D member 1 (Homo sapiens), P20393; Rev-erbα–FITC-DNA binding, 90 min; activity, % at 10 µM;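 active means activity above about 14%, limit read from the data; passing the limit was not always enough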;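 further: 0% = DMSO wells with 35 nM protein and 100% = DMSO wells with 750 nM protein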
Target sequence (P20393 whole entry, looked up): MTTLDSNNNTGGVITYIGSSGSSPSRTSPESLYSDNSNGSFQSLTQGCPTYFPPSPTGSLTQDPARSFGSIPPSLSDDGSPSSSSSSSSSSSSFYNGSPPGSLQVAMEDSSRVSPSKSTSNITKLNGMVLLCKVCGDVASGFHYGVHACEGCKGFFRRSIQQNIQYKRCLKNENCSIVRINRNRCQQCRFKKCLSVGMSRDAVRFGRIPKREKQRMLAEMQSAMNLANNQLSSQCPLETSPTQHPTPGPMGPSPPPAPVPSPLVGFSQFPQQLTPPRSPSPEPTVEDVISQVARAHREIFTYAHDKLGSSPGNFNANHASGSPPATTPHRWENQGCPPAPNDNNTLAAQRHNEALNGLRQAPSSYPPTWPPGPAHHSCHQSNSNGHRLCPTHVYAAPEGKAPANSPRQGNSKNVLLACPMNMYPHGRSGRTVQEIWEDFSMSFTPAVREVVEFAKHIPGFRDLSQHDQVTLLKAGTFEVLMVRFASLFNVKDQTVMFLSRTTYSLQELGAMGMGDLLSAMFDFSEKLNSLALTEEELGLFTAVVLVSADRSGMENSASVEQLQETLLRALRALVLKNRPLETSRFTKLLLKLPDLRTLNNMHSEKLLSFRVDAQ
hcDAF-12 act: H. contortus DAF-12 nuclear receptor activators, primary screen, cell-based, luminescence, HEK293, lit1-tk-luc reporter; HEK293 hcDAF-12 lit1-tk-luc reporter; 0% DMSO, 100% Δ7-dafachronic acid; activation, % at 6.8 µM; actives 1.4% (n = 370,000);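 active means activation above the mean of all tested compounds plus 3 SD, cut at about 5.5% in these data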;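 further: 100% = response to 3 µM Δ7-dafachronic acid high control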
PG9 Ab binder: binders of HIV-1 gp120 antibody PG9, primary screen, biochemical, TR-FRET; actives 0.43% (n = 360,000); TR-FRET gp120-PG9 antibody binding; inhibition, % at 6.7 µM; AID 624416, 2012; HIV-1 gp120 / PG9 antibody interaction; in the data active means inhibition above about 8.5%
ssDAF12 agonist: S. stercoralis DAF-12 nuclear receptor activators, primary screen, cell-based, luminescence, HEK293, GRIP1 co-expression, lit1-tk-luc; actives 1% (n = 370,000); Nuclear hormone receptor DAF-12 (Strongyloides stercoralis); HEK293 ssDAF-12/GRIP1 lit1-tk-luc reporter; % of 3 µM dafachronic acid response; activation, % at 6.8 µM;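 active means activation above the mean over all tested compounds plus 3 SD, cut at about 0.9% in these data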;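 further: 0% = DMSO-only wells and 100% = 3 µM delta7-dafachronic acid wells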
GAA850 FXN act: FXN promoter activators, primary screen, cell-based, luciferase luminescence, HEK293 lucGAA850 | HEK293 lucGAA850 FXN promoter luciferase reporter, 24 h; percent of 10 µM SAHA response | activation, % at 6 µM | actives 0.56% (n = 360,000) | AID 540364, 2011;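 active means activation above the average of all compounds screened plus 3 SD, cutoff fixed separately per campaign, cut at about 7.5% in these data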;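 further: 0% = DMSO wells and 100% = 10 µM SAHA wells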
hgDAF-12 ag: H. glycines DAF-12 receptor agonists, primary screen, cell-based, luminescence, HEK293, GAL4 fusion, UAS-luciferase; Nuclear hormone receptor DAF-12 (Heterodera glycines), GAL4 fusion; HEK293 GAL4-hgDAF12 UAS-luciferase reporter, agonist luminescence; normalized to butyrate control; activation, % at 6.8 µM; actives 1.8% (n = 370,000); AID 687014, 2013;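 active means activation above a cutoff set at the mean of all screened compounds plus 3 SD, cut at about 10% in these data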;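 further: 0% = DMSO wells and 100% = sodium butyrate wells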
DAX1 inh-2: DAX1 (NR0B1) inhibitors, primary screen, cell-based, HEK293, Gal4-DAX1, luciferase luminescence | Nuclear receptor subfamily 0 group B member 1 (Homo sapiens), P51843 | HEK293 Gal4-DAX1 luciferase reporter | inhibition, % at 6.75 µM | actives 0.99% (n = 340,000) | AID 504766, 2011;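 active means inhibition above the mean over all tested compounds plus 3 SD, cut at about 4.2% in these data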;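 further: 0% = DAX1-transfected cells with DMSO and 100% = empty-vector control cells with DMSO; inhibition shows as a rise in luminescence from relieved DAX1 repression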
SMARCA2 activ: SMARCA2 (BRM) function activators, primary screen, cell-based, luminescence, high throughput; MG213 cells, MMTV-luciferase reporter, dexamethasone, overnight; actives 1% (n = 370,000); activation, % at 9.1 µM; in the data active means activation above about 7.8%;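 further: 0% = vehicle wells and 100% = reference activator wells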
Active calls of the source: *; i = inactive; / = not tested or not shown.

SMILES | DAX1 inh-1 | HGIII-sPLA2 inh | PLCb3 inh | NR1D1 modulator | hcDAF-12 act | PG9 Ab binder | ssDAF12 agonist | GAA850 FXN act | hgDAF-12 ag | DAX1 inh-2 | SMARCA2 activ
CN(c1ccccc1)S(=O)(=O)c1cccc(NC(=O)CN2CCc3ccccc3C2)c1 | -0.5 | -6 | -7 | 4 | -0.7 | 0.0 | -1.4 | -0.9 | -0.4 | -1.4 | -1
COc1ccc(C2CC(=O)Oc3cc(O)ccc32)cc1 (centres undefined) | 3.1 | 10 | -5 | 3 | -0.8 | -1.7 | -0.5 | 1.3 | -1.1 | -1.1 | -5
O=C(Cn1c(=O)cnc2ccccc21)NNC(=O)c1ccccc1Cl | -0.1 | 0 | -3 | -9 | 2.3 | -1.0 | -0.3 | 0.8 | 0.8 | 1.2 | -2
COc1ccc(O)c(C(=O)c2cnn(C(=O)c3ccc(C)cc3)c2)c1 | 0.9 | 7 | -8 | -24 | 0.4 | -0.6 | -1.0 | 0.2 | 1.4 | 0.4 | 0
CCN(CC)c1ccc(-c2nn3c(-c4cccnc4)nnc3s2)cc1 | -0.4 | -5 | -154 | -4 | -2.6 | -1.3 | -1.4 | -1.5 | 1.0 | 0.4 | -2
CN(C)c1cccc(N=C2C=C(N3CCOCC3)CC(C)(C)C2)c1 | -0.1 | -2 | 1 | 1 | -0.7 | -1.9 | -0.6 | -0.8 | -0.1 | 0.0 | -1
CCCN(CCC)CCCNC(=O)c1cn(C)c2ccc(S(=O)(=O)N(C)C3CCCCC3)cc2c1=O | -1.6 | -5 | -6 | -3 | 0.0 | 0.5 | -1.5 | 0.2 | 2.3 | -0.4 | 2
O=C(OCC#CCSc1nnc(-c2cccc3ccccc23)o1)c1ccc(Cl)c(C(F)(F)F)c1 | / | 4 | -2 | -2 | -0.4 | / | -1.8 | / | -1.1 | / | /
COc1cc(C2Nc3ccccc3C(=O)N2c2ccc3c(c2)OCCO3)ccc1OCC(C)C (centres undefined) | 2.4 | -10 | -43 | -3 | 5.2 | -0.3 | 0.0 | -0.9 | 12* | -2.8 | 7
CCOC(=O)c1cnc2c(c(C)nn2C)c1Oc1ccccc1F | -0.2 | -1 | -5 | 2 | -2.1 | -0.1 | -1.8 | 3.2 | -0.7 | 0.3 | 1
Cc1ccc(-c2nc3ccc(C(=O)O)cc3nc2-c2ccc(C)cc2)cc1 | -0.8 | -4 | -37 | -2 | -0.4 | 1.0 | -1.4 | -1.8 | -0.7 | 4.2 | -2
CC1(C)CC(=O)c2c(-c3cccs3)n[nH]c2C1 | -1.4 | -1 | -40 | 5 | -2.7 | -1.5 | -2.4 | -9.9 | -5.2 | -0.4 | -2

Single entries from above.
COc1ccc(C2CC(=O)Oc3cc(O)ccc32)cc1 (centres undefined) – HGIII-sPLA2 inh = 10
CN(c1ccccc1)S(=O)(=O)c1cccc(NC(=O)CN2CCc3ccccc3C2)c1 – NR1D1 modulator = 4

The listing continues:
SMILES | DAX1 inh-1 | HGIII-sPLA2 inh | PLCb3 inh | NR1D1 modulator | hcDAF-12 act | PG9 Ab binder | ssDAF12 agonist | GAA850 FXN act | hgDAF-12 ag | DAX1 inh-2 | SMARCA2 activ
CCOc1ncccc1C(=O)OCC(=O)Nc1cc(S(=O)(=O)N(CC)CC)ccc1C | -0.2 | -7 | -1 | -2 | 0.2 | -0.7 | -1.6 | 1.4 | 4.4 | 0.1 | 2
CCOC(=O)N1CCN(C(=O)C(NC(=O)c2ccco2)C(C)C)CC1 (centres undefined) | -0.6 | 2 | -6 | 1 | 0.2 | 0.0 | -1.5 | 1.4 | -1.1 | 1.4 | 2
CCOC(=O)c1cc(C)[nH]c(=O)c1C#N | 0.3 | 6 | i | -1 | -1.6 | -0.5 | -0.7 | -0.1 | -0.4 | 0.2 | 3
O=C1NC(c2cccc([N+](=O)[O-])c2)Oc2ccccc21 (centres undefined) | 0.4 | 1 | -5 | 1 | 0.7 | 0.7 | -0.4 | -1.9 | -1.0 | 0.0 | -3
CCSc1nnc(NC(=O)C(C)C)s1 | 0.9 | -2 | 5 | 2 | -1.5 | -0.1 | -0.4 | 0.2 | 1.6 | 0.1 | 2
CNC(=O)CCN(Cc1ccco1)S(=O)(=O)c1ccc(OC)c(OC)c1 | 0.1 | 23* | 3 | -3 | -1.7 | -0.7 | -0.7 | 0.5 | -0.8 | 0.6 | -2
Cc1onc(-c2ccccc2Cl)c1C(=O)NCc1nnnn1-c1ccc(F)c(F)c1 | -0.8 | 3 | 4 | 0 | -0.6 | 0.3 | -1.3 | -0.8 | -0.4 | 0.3 | -2
CC(C)(C)OC(=O)N1CCN(C(=O)c2[nH]c(C(F)(F)F)nc2-c2ccccc2)CC1 | 1.4 | -2 | 0 | 6 | -0.6 | -0.7 | -0.8 | / | -2.0 | / | 0
Cc1ccc2oc(=O)n(CCOc3ccccc3C)c2c1 | -0.4 | -6 | -5 | 7 | -0.8 | 1.6 | -2.1 | 2.9 | -3.0 | -0.1 | -3
COC(=O)c1ccccc1N1C(=O)[C@@H]2C(c3ccc(Br)cc3)=NO[C@@H]2C1=O | 1.6 | -4 | -9 | -5 | -0.6 | -0.9 | -0.7 | -0.9 | 0.2 | 0.3 | 0
Cc1ccc(CNC(=O)CCSCc2cccc(F)c2)cc1 | 0.2 | -1 | -6 | 0 | -1.3 | -3.1 | -0.2 | 0.5 | 1.4 | -0.4 | -2
COc1cccc(-c2ccc3ncnc(NCc4cccnc4)c3c2)c1 | -0.6 | 2 | -11 | -3 | -3.2 | 0.1 | -1.8 | -4.0 | 2.8 | 0.7 | 0
Cc1cccc(OCC(O)CN2CCN(CCN3C(=O)c4cccc5cccc(c45)C3=O)CC2)c1C (centres undefined) | -0.3 | -10 | -7 | 7 | -0.6 | -1.2 | -1.2 | -1.0 | 0.2 | 0.5 | 2
CNC[C@@H]1Oc2c(NS(C)(=O)=O)cccc2C(=O)N([C@@H](C)CO)C[C@H]1C | 0.4 | 2 | -1 | 0 | -1.9 | 0.7 | -0.6 | -1.0 | 3.3 | 1.6 | -2
Cc1ccccc1C(=O)NC1CCCCCCC1 | 1.6 | 15 | -9 | 1 | 3.6 | 3.4 | 1.0* | 4.6 | 15* | 2.4 | 1
CSCCC(NC(=O)/C(=C/c1ccc(F)cc1)NC(C)=O)C(=O)O (centres undefined) | -0.4 | 6 | 2 | -1 | -1.1 | -1.6 | -0.4 | 1.7 | -1.0 | -0.3 | -4
CO/N=C/NC(=O)c1c(OC)ccnc1Oc1cccc(C(F)(F)F)c1 | 0.0 | 3 | -1 | 2 | -0.7 | -0.1 | -1.3 | 1.4 | 1.0 | 0.1 | 2
NNC(=O)c1cc(C23CC4CC(CC(C4)C2)C3)nc2ccccc12 | 0.7 | 1 | -4 | 4 | -1.9 | -1.0 | -0.8 | 2.7 | 1.1 | 0.0 | -1
CC(C)NC(=O)c1cc2nc(-c3ccco3)cc(C(F)(F)F)n2n1 | 0.0 | -3 | i | -5 | -3.3 | -1.1 | -1.3 | 1.3 | 0.8 | -0.4 | 0
O=C(Nc1ccccc1SC(=O)c1ccccc1)c1ccccc1 | 1.0 | 2 | -5 | 2 | 7.8* | 0.2 | 1.8* | 1.8 | 7.3 | 4.4* | 0
Cc1c(-c2ccccc2)c(P(=O)(N2CCOCC2)N2CCOCC2)c2ccccn12 | -0.2 | 1 | -124 | -1 | -2.3 | 0.9 | -1.1 | -0.4 | -2.9 | 1.8 | 1
COc1ccc(CCNc2nc(C)nc3c2nnn3Cc2ccccc2)cc1OC | -0.8 | 3 | -8 | 2 | -0.5 | -1.3 | -0.7 | 1.6 | 0.0 | -0.3 | -3
CN(C)c1cc2c(cc1NS(=O)(=O)c1ccccc1)n(C)c(=O)n2C | 0.2 | -6 | -7 | -2 | -1.3 | -0.7 | 0.1 | -0.2 | 1.8 | -0.6 | 3
COCC(=O)N(C)[C@H]1C[C@H]2c3[nH]c4cccc(-c5cccc(F)c5)c4c3CCN2C(=O)[C@H]1[C@H](C)O | -0.3 | -13 | -77 | -1 | 1.7 | / | -1.4 | / | -6.3 | / | 2
CCS(=O)(=O)c1ccc(O)c(NC(=O)NC2CCCCC2)c1 | 0.1 | -1 | -6 | -5 | -0.8 | -0.6 | -1.4 | -0.8 | 2.5 | 1.8 | 0
C=CCNc1n[nH]c(=S)s1 | -0.9 | 12 | -3 | 5 | -1.4 | -2.9 | -1.0 | -1.7 | -0.5 | -0.4 | -1
CCCCNC(=O)NCC1CCN(Cc2ccc(OC)cc2)CC1 | 0.1 | 4 | 1 | -1 | -0.7 | / | -1.6 | / | -0.9 | / | 6
O=C(O)CC(NC(=O)C1CCCCC1)c1cc([N+](=O)[O-])ccc1Cl (centres undefined) | 0.4 | 4 | -8 | 4 | -0.8 | -0.5 | -1.8 | 0.1 | 3.0 | 0.9 | -4
CC(=O)Cn1ncc(N2CCOCC2)c(Br)c1=O | -0.5 | 5 | 1 | -6 | -1.2 | 0.0 | -1.4 | 1.6 | -4.1 | -0.4 | -2
COc1ccc(/C=N/NC(=O)CC2N=C(Cc3ccccc3)NNC2=O)cc1OC (centres undefined) | -0.5 | 3 | 0 | -1 | 0.9 | -1.5 | -0.8 | 0.7 | 1.0 | -1.0 | 1
Cc1ccc(-n2c(Cc3cccn3C)nnc2SCC(=O)N2CCN(c3ccccc3)CC2)cc1 | 0.2 | -20 | 2 | 4 | -1.9 | -0.8 | -0.8 | -1.3 | -1.5 | -0.4 | 0
CCOc1ccccc1N | 0.7 | -4 | -2 | -6 | -1.0 | -1.9 | -0.4 | 0.4 | -0.9 | 0.0 | -2
Cc1ccc(NC(=O)CCCNC(=O)c2ccc(Cl)cc2)nc1 | 1.3 | 1 | -6 | -18 | -0.2 | -0.4 | -0.9 | 2.7 | 4.0 | 1.1 | 2

2 entries drawn at random from those above:
SMILES | DAX1 inh-1 | HGIII-sPLA2 inh | PLCb3 inh | NR1D1 modulator | hcDAF-12 act | PG9 Ab binder | ssDAF12 agonist | GAA850 FXN act | hgDAF-12 ag | DAX1 inh-2 | SMARCA2 activ
CC(=O)Cn1ncc(N2CCOCC2)c(Br)c1=O | -0.5 | 5 | 1 | -6 | -1.2 | 0.0 | -1.4 | 1.6 | -4.1 | -0.4 | -2
C=CCNc1n[nH]c(=S)s1 | -0.9 | 12 | -3 | 5 | -1.4 | -2.9 | -1.0 | -1.7 | -0.5 | -0.4 | -1
